pCIP destab – p/CIP-EGFP fusion destabilizers, primary screen, fluorescence, F442A cells. Q05BA5. 16 h. decrease of EGFP signal, % at 10 µM. actives 0.01% (n = 290,000);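 active = EGFP signal decrease of at least 30% at 10 µM or well 3 SD below plate mean, unless failing retest; inactive = the rest, including hits failing retest or dose response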; note: some compounds called inactive have numbers as strong as hits; many of its hits are not listed in these tables
Target sequence (Q05BA5 1-1403): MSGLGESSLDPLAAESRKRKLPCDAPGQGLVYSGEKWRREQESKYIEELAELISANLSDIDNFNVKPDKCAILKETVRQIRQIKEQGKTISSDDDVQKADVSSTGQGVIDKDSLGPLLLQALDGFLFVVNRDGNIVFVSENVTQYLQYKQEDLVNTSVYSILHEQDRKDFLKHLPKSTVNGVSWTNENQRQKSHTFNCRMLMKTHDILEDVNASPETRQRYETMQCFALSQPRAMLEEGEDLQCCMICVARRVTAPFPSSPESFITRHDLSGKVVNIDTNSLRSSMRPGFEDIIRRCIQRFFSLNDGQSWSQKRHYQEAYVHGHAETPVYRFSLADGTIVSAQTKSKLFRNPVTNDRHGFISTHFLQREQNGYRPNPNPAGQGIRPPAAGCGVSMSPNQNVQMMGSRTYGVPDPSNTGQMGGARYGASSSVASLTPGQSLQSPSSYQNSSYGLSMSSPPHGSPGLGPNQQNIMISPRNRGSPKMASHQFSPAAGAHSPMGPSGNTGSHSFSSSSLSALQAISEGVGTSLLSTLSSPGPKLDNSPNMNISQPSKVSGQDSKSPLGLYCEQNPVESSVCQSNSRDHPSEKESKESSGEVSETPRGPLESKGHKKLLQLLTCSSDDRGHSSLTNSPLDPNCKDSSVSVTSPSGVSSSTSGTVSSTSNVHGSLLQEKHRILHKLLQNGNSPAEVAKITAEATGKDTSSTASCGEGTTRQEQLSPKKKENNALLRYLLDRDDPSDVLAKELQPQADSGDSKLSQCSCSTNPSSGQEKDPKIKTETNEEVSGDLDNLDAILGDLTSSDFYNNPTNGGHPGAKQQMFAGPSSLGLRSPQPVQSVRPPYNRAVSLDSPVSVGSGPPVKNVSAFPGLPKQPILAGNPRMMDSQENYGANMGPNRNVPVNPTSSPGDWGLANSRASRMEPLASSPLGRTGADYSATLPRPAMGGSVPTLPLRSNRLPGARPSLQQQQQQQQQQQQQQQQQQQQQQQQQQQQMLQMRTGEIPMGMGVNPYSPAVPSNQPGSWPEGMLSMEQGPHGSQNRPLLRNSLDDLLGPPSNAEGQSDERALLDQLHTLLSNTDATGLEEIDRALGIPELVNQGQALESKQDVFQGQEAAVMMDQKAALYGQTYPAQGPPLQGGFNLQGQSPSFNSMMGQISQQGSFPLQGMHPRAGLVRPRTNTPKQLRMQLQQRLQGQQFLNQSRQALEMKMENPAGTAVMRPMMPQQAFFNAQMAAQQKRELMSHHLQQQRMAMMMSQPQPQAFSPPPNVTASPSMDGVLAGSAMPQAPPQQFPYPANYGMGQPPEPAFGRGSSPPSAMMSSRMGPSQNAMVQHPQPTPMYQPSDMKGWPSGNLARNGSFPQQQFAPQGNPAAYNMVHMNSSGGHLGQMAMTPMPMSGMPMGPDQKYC
VIM-2 inh – VIM-2 metallo-beta-lactamase inhibitors, primary screen, biochemical, epi-absorbance readout, Pseudomonas aeruginosa enzyme; purified VIM-2, nitrocefin hydrolysis, epi-absorbance fluorescence; inhibition, % at 5.6 µM; actives 0.89% (n = 290,000); AID 1527, 2009;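 active = inhibition above the mean of all tested compounds plus 3 SD, cutoff set per screening run, cut at about 7.5% in these data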;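 note: red hydrolysis product quenches plate fluorescence so inhibitors raise well fluorescence; 0% = enzyme with DMSO and 100% = DMSO without enzyme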
HCV NS3 hel inh – inhibitors of HCV NS3 helicase, primary screen, biochemical, Cy5 molecular beacon fluorescence | Hepatitis C virus NS3 helicase | NS3 helicase DNA unwinding | inhibition, % at 10.9 µM | actives 0.56% (n = 290,000) | AID 1800, 2009;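 active = inhibition above the mean of all tested compounds plus 3 SD, set per campaign, cut at about 35% in these data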;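 note: 0% = DMSO wells and 100% = thioflavine S control wells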
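Measured by: Cy5 fluorescence, 0 and 60 min reads / Assay system: NS3 helicase fragment of HCV / Control set: low DMSO, high thioflavine S at 110 µM / Times: 1 h reaction at 25 °C, ATP-initiated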
IMP-1 inh – IMP-1 metallo-beta-lactamase inhibitors, primary screen, biochemical, epi-absorbance readout, Pseudomonas aeruginosa enzyme. metallo-beta-lactamase IMP-1 (Pseudomonas aeruginosa). purified IMP-1, nitrocefin hydrolysis, epi-absorbance fluorescence. inhibition, % at 5.6 µM. actives 0.45% (n = 290,000). AID 1556, 2009;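 active = inhibition above the mean plus 3 SD of all compounds in the same screening run, cut at about 4.5% in these data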;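 note: 0% = IMP-1 with DMSO and 100% = DMSO wells lacking enzyme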
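Material – recombinant IMP-1 enzyme, purified · Amount – IMP-1 0.2 nM before substrate addition · Medium – HEPES buffer pH 7.1 with ZnSO4 and Brij 35 · Timing – 25 °C, 15 min preincubation, 25 min reaction · Measured by – plate fluorescence quenching by hydrolysis product, ex 480/em 530 nm · Read-out – percent enzyme inhibition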
IDE inh – human IDE inhibitors in live cells, primary screen, fluorescence polarization, HEK cells, FAbetaB substrate | FAbetaB cleavage | actives 0.41% (n = 320,000) | Insulin-degrading enzyme (Homo sapiens), P14735 | inhibition, % at 5.59 µM | AID 434962, 2010;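 active = percent inhibition above the average of all tested compounds plus 3 SD, set per screening campaign, cut at about 16% in these data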;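 note: IDE supplied by intact live HEK cells; FP after avidin binding of uncleaved biotin substrate so inhibition keeps polarization high; 0% = DMSO wells and 100% = 60 µM reference IDE inhibitor Ii1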
M18AAP inhibitor – PfM18AAP inhibitors, malaria aminopeptidase, primary screen, biochemical, QFRET, recombinant enzyme; M18 aspartyl aminopeptidase (Plasmodium falciparum 3D7); actives 1.2% (n = 290,000); inhibition, % at 7.35 µM; AID 1822, 2009; H-Glu-NHMec fluorogenic cleavage;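 active = inhibition above the campaign mean inhibition over all tested compounds plus 3 SD, cut at about 28% in these data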;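 note: 0% = plate median of test compound wells and 100% = 2 mM ZnCl2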
IDE cell activ – human IDE activators in live cells, primary screen, fluorescence polarization, HEK cells, FAbeta-B substrate; Insulin-degrading enzyme (Homo sapiens), P14735; FAbeta-B cleavage; 0% vehicle, 100% cell-free pure enzyme wells; activation, % at 5.96 µM; actives 0.073% (n = 340,000); AID 493087, 2011;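 active = activation above the mean of all tested compounds plus 3 SD, set per screening campaign, cut at about 17% in these data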
SUMO HTRF inh – inhibitors of in vitro SUMOylation cascade, primary screen, biochemical, HTRF, uHTS. SUMO-conjugating enzyme UBC9 (Homo sapiens), P63279. actives 0.36% (n = 290,000). HTRF SUMOylation assay, SAE1/SAE2 + UBC9. AID 2006, 2009. inhibition, % at 35 µM; in the data active = inhibition above about 50%, passing the limit was not always enough; note: strong numbers were not always called active
DNA FID counter – compounds displacing fluorescent DNA intercalator, primary screen, artefact control for HCV NS3 helicase inhibitor project, biochemical, FID fluorescence | actives 0.17% (n = 290,000) | AID 1845, 2009 | inhibition, % at 7.9 µM | DNA fluorescent intercalator displacement; in the data active = inhibition above about 37%;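 note: 0% = vehicle and 100% = reference compound; higher means more ethidium bromide displaced from hairpin DNA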
* hit, by the source's call; · = not tested or not shown.

SMILES	pCIP destab	VIM-2 inh	HCV NS3 hel inh	IMP-1 inh	IDE inh	M18AAP inhibitor	IDE cell activ	SUMO HTRF inh	DNA FID counter
CCSc1ncc(/C=N/Nc2ccc([N+](=O)[O-])cc2)n1C	-14	-0.8	-8	1.4	-1	-12	-1	36	5
CCc1cccc(N=c2c([N+](=O)[O-])nn(-c3ccc4c(c3)OCCO4)n2O)c1	-2	-2.6	-13	-2.7	0	-15	-1	-3	6
Cc1ccc(C2=NNC(=O)C(P(=O)(c3ccccc3)c3ccccc3)C2)cc1 (stereo unspecified)	11	1.3	-3	-0.8	-2	-5	4	-5	-23
CN(c1ccc(OCC(=O)Nc2nc(-c3ccccc3)cs2)cc1)S(=O)(=O)c1ccc(F)cc1	-3	-0.7	-10	-1.5	11	1	-2	-7	-9
O=C(CN1CCCc2ccccc21)Nc1ccccc1[N+](=O)[O-]	3	1.8	2	-3.1	-1	4	3	-9	1
Clc1ccccc1-c1nn2c(COc3ccccc3)nnc2s1	-11	0.2	-7	-4.0	4	0	-2	2	-34
CC(=O)N1N=C(c2cccc([N+](=O)[O-])c2)OC1(C)c1cccs1 (stereo unspecified)	-6	-2.1	2	-3.8	4	8	-1	-4	-17
COc1ccc(N2CCN(C(c3cccs3)C(C)NC(=O)c3ccc4c(c3)OCO4)CC2)cc1 (stereo unspecified)	-32	-0.8	-1	-3.5	1	2	2	-1	-6
CC(C)(C)CC(C)(C)NC(=O)/C=C/C(=O)O	-16	-2.5	-5	-1.9	-1	2	6	10	2
O=C(NC(=S)Nc1ccccn1)c1ccco1	6	2.7	3	-3.9	4	6	-6	-6	-3
C/C(=N\Nc1nc(C)cc(C)n1)c1ccc(N2CCOCC2)cc1	5	-1.0	2	-3.4	5	9	0	-10	16
COc1ccc(OC)c(NC2=NC3(CCCCC3)N=C(N)N2)c1	0	-2.6	-4	-2.5	4	-10	7	15	-5
COc1cc(OC)c(OC)cc1CN1CCN(S(=O)(=O)c2ccc(F)cc2)CC1	-4	-2.6	3	-0.8	-2	-5	1	-4	-3
O=C(NC1CCCCC1)C(c1ccc2ncccc2c1)N(Cc1ccccc1)C(=O)c1ccc2c(c1)OCCO2 (stereo unspecified)	-4	-2.0	1	0.0	4	-2	-3	2	-5
CC(C)CNC(=O)Cn1c(=O)c2c(ncn2CC(C)C)n(Cc2ccccc2)c1=O	-4	-2.8	-1	-5.3	8	-1	0	4	-16
O=C(CSc1nc2ccccc2c(=O)n1-c1ccccc1)NCc1ccc2c(c1)OCO2	-6	-1.8	1	-1.2	-5	-1	4	5	-1
N#Cc1c(-c2ccc(Cl)cc2)nc2n(c1=O)CCCS2	8	-0.6	12	-0.9	-6	2	3	0	-2
COC(=O)c1ccc(NC(=O)CN(Cc2ccc(Cl)cc2)S(C)(=O)=O)cc1	-14	3.8	1	-2.9	-1	-9	3	-9	-8
COc1cc(CSc2nc(-c3ccccc3)cc(=O)[nH]2)cc(OC)c1	-6	-3.4	7	-0.9	-2	-7	7	18	-26
CC(C)(C)NC(=O)CN(C(=O)CN1C(=O)C(=O)c2ccccc21)C(C)(C)C	-1	-2.3	20	-2.2	1	-11	6	0	-1

Sorted by the number under IDE cell activ (ascending): three of the compounds above.
canonical_smiles	pCIP destab	VIM-2 inh	HCV NS3 hel inh	IMP-1 inh	IDE inh	M18AAP inhibitor	IDE cell activ	SUMO HTRF inh
CCSc1ncc(/C=N/Nc2ccc([N+](=O)[O-])cc2)n1C	-14	-0.8	-8	1.4	-1	-12	-1	36
COc1ccc(N2CCN(C(c3cccs3)C(C)NC(=O)c3ccc4c(c3)OCO4)CC2)cc1 (stereo unspecified)	-32	-0.8	-1	-3.5	1	2	2	-1
COc1ccc(OC)c(NC2=NC3(CCCCC3)N=C(N)N2)c1	0	-2.6	-4	-2.5	4	-10	7	15

The listing continues.
SMILES	pCIP destab	VIM-2 inh	HCV NS3 hel inh	IMP-1 inh	IDE inh	M18AAP inhibitor	IDE cell activ	SUMO HTRF inh	DNA FID counter
COc1ccc(C(=S)N2CCN(C)CC2)cc1	8	-2.0	4	-2.1	5	9	-1	2	-2
O=C(O)CC(CC(=O)Nc1ccc2ccccc2n1)c1ccccc1 (stereo unspecified)	4	-4.0	-9	-2.2	-4	1	3	13	-18
Cc1ccc(-c2onc3ccc(Cl)cc23)cc1	-3	-4.8	-5	-2.6	2	4	1	-8	-3
CCOC(=O)c1c(NC(=O)COc2cccc3c2CCN(Cc2ccc(F)cc2)C3=O)sc2c1CCC2	-4	-0.1	4	-4.3	1	-1	·	-4	1
COC(=O)Cn1cc(C(=O)C(F)(F)F)c2ccccc21	-2	-4.8	2	-4.2	7	-3	3	12	6
COc1ccc(CN(C)C(=O)c2cc(-c3ccc(OC)c(OC)c3)nc3ccccc23)c(OC)c1	-3	-3.0	-17	-2.8	·	6	5	8	-56
O=C(C1=C[C@@H](c2coc3ccccc3c2=O)C[C@@H](OCCCCO)O1)N1CCN(Cc2ccccc2)CC1	-13	-4.5	13	-3.7	2	2	4	-17	-30
CCN(CC)CCCN=Cc1c(O)n(Cc2ccccc2)c(=O)c2ccccc12	-12	1.7	-5	1.9	1	-11	2	23	13
Cc1ccccc1C1c2[nH]c3ccccc3c2CCN1CCCn1cccn1 (stereo unspecified)	-16	0.1	-12	0.2	7	-2	-2	16	1
Cc1noc(C(=O)Nc2c(C)n(C)n(-c3ccccc3)c2=O)c1Cl	-4	-1.9	-10	-3.5	-1	3	8	2	3
CC(C)C[C@H](NC(=O)[C@H](Cc1ccccc1)n1c(=O)[nH]c2ccccc2c1=O)C(=O)N1CCC(C(=O)O)CC1	10	-1.7	-3	-3.7	6	5	4	-3	-34
Cc1ccnc(NS(=O)(=O)c2ccc(NS(=O)(=O)c3ccc(Br)cc3)cc2)n1	6	-1.8	9	-1.6	0	1	-3	0	-24
COC(=O)CC[C@@H](C(=O)O)N1C(=O)c2ccccc2C1=O	4	-1.8	-19	-2.8	-4	3	5	-5	1
CC(=O)Nc1ccc(NC(=O)COC(=O)Cc2cccs2)cc1	6	-3.5	1	-4.7	0	0	5	14	-8
Cc1nnc(N(C(=O)c2cnccn2)c2ccccc2)s1	-6	-3.4	12	-2.9	-1	2	7	6	6
Brc1ccc2c(c1)CN1CCCC1=N2	-8	2.5	6	1.7	0	1	2	6	4
O=C(c1ccc(Br)cc1)N1CCC(C(=O)N2CCN(Cc3ccccc3)CC2)CC1	-10	-3.5	14	-3.3	·	-10	-6	15	-41
NC(=O)c1c(NC(=O)Cn2cc([N+](=O)[O-])cn2)sc2c1CCCC2	-7	-3.2	3	-2.5	1	-4	0	0	-1
O=C(NCc1ccccn1)c1ccc2ccccc2n1	-1	-2.7	-5	-3.8	0	2	1	12	-2
Cc1oc(-c2cccs2)nc1CN1CCN(CC(C)C)C(CCO)C1 (stereo unspecified)	-8	-2.0	9	-1.9	-2	4	0	25	2
O=S1(=O)c2cccc3cccc(c23)N1Cc1nnc(-c2ccccc2Br)o1	-16	-0.6	9	2.1	2	7	1	21	-6
CN(CC(=O)Nc1cccc(F)c1)CC(=O)Nc1ccccc1Oc1ccccc1	3	-4.0	-13	-0.1	0	1	2	-12	-19
COc1ccc(C2(C)NC(=O)N(CC(=O)Nc3ccc(Br)c(C)c3)C2=O)cc1OC (stereo unspecified)	-31	-1.1	-10	-3.5	10	-3	-3	8	-12
CCCCCC/C(=N\NS(C)(=O)=O)c1ccccc1	-4	-1.9	-6	-5.3	-1	9	3	21	-6
COc1ccc(S(=O)(=O)Nc2nc3ccccc3nc2NCC2CCCO2)cc1 (stereo unspecified)	0	-1.8	-11	-1.9	3	-3	7	14	-43
COC(=O)c1ccccc1NC(=S)NC(=O)C1CC1	-8	1.4	2	2.2	-1	1	5	17	0
COc1ccc(C(=O)NCc2nnc(SCC(=O)Nc3cc(C)cc(C)c3)o2)cc1OC	0	-5.2	0	-4.5	-2	1	3	19	-20
O=C(CN1CCOCC1)Nc1ccc(Br)cc1	5	-2.2	3	-1.9	1	3	0	-1	-4
CCn1c(Cc2ccc(OC)cc2)nc2ccccc21	-5	-1.9	-4	-3.9	-7	-15	7	14	-7
CCOc1ccc(/C=C2/Sc3ccc(C(=O)N4CCN(C(=O)c5ccco5)CC4)cc3N(C)C2=O)cc1OC	-2	-7.0	-15	-4.8	-1	0	·	-2	-49
CC(C)C1Cc2c(C#N)c(N)sc(=S)c2CO1 (stereo unspecified)	-11	-3.0	2	-1.8	5	-6	5	14	-2
O=C(CSc1nc2ccc([N+](=O)[O-])cc2s1)NCC1CCCO1 (stereo unspecified)	-13	-1.9	8	-4.4	0	5	-1	13	-3
O=C(Cc1ccccc1)Nc1cccc(N2C(=O)C=CC2=O)c1	-5	-3.4	-13	0.5	2	-11	-38	-2	0
COC(=O)Cn1ccc2cc(S(=O)(=O)N3CCCCC3)ccc21	16	-2.9	10	-4.5	6	1	-1	9	-20
O=C1N=C2N(CCN3CCCCC3)c3ccccc3N2/C1=C\c1ccc([N+](=O)[O-])o1	5	-0.7	2	-4.5	·	-3	·	15	6

Five entries from above, with two lines to a compound:
Each structure is followed by: pCIP destab	VIM-2 inh	HCV NS3 hel inh	IMP-1 inh	IDE inh	M18AAP inhibitor	IDE cell activ	SUMO HTRF inh	DNA FID counter
- CCOc1ccc(/C=C2/Sc3ccc(C(=O)N4CCN(C(=O)c5ccco5)CC4)cc3N(C)C2=O)cc1OC
 : -2	-7.0	-15	-4.8	-1	0	·	-2	-49
- CC(C)C1Cc2c(C#N)c(N)sc(=S)c2CO1 (stereo unspecified)
 : -11	-3.0	2	-1.8	5	-6	5	14	-2
- O=C(CSc1nc2ccc([N+](=O)[O-])cc2s1)NCC1CCCO1 (stereo unspecified)
 : -13	-1.9	8	-4.4	0	5	-1	13	-3
- O=C(Cc1ccccc1)Nc1cccc(N2C(=O)C=CC2=O)c1
 : -5	-3.4	-13	0.5	2	-11	-38	-2	0
- COC(=O)Cn1ccc2cc(S(=O)(=O)N3CCCCC3)ccc21
 : 16	-2.9	10	-4.5	6	1	-1	9	-20

Another view of some results above.
molecule: O=S1(=O)c2cccc3cccc(c23)N1Cc1nnc(-c2ccccc2Br)o1
  pCIP destab: -16 | VIM-2 inh: -0.6 | HCV NS3 hel inh: 9 | IMP-1 inh: 2.1 | IDE inh: 2 | M18AAP inhibitor: 7 | IDE cell activ: 1 | SUMO HTRF inh: 21 | DNA FID counter: -6

molecule: CCOC(=O)c1c(NC(=O)COc2cccc3c2CCN(Cc2ccc(F)cc2)C3=O)sc2c1CCC2
  pCIP destab: -4 | VIM-2 inh: -0.1 | HCV NS3 hel inh: 4 | IMP-1 inh: -4.3 | IDE inh: 1 | M18AAP inhibitor: -1 | IDE cell activ: · | SUMO HTRF inh: -4 | DNA FID counter: 1

Source: PubChem (several laboratories)
